From PubChem BioAssay
TRPC4 potent = TRPC4 (mouse) allosteric potentiation. HEK293 TRPC4beta/mu-opioid, DAMGO EC20, Fluo-4 Ca2+ flux; hits give high values. Q9QUQ5. AID 2227. hit rate 0.42% among 310,000. B-score at 10 µM;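 active = B-score of calcium response area above 5 SD of library B-scores, with initial fluorescence ratio within 5 SD of library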;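 note: B-score of integrated fluorescence ratio over time as area under calcium response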
TRPC4 agonist = activators of mouse TRPC4 channel | Q9QUQ5 | HEK293 TRPC4beta/mu-opioid, Fluo4 calcium fluorescence; hits give high values | B-score at 10 µM | hit rate 0.49% among 310,000 | AID 2237;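 active = B-score above 5 SD of library B-scores, and initial fluorescence ratio not above library mean plus 5 SD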;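 note: positive B-score marks a calcium rise read as TRPC4 activation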
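Material: TRPC4beta and mu-opioid receptor HEK293 stable cells | Incubation: 45 min room-temperature Fluo4 loading, 110 s read | Detection: Kinetic Fluo4 calcium fluorescence | Measure: Integrated baseline-normalised fluorescence ratio, converted to per-well B score | Benchmarks: Low control buffer alone, high control maximal DAMGO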
TRPC6 inh = blocks the mouse TRPC6 cation channel | Q61143 | HEK293-TRPC6, membrane potential dye, ACh-evoked depolarization; hits give low values | B-score at 10 µM | hit rate 1.1% among 310,000 | AID 2553;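 active = B-score under library mean minus 3 SD, initial fluorescence not abnormally high, positive integrated signal ratio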;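 note: B-score derived from integrated fluorescence ratio over the kinetic read; more negative B-score means stronger inhibition of depolarization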
ANO1 block = mouse TMEM16A channel inhibition, primary screen. Q8BHY3. AID 588511. hit rate 1.2% among 310,000. normalized B-score (activity score, 25-100; higher = stronger inhibition) at 10 µM. HEK293 TMEM16A/YFP iodide influx fluorescence, ionomycin;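 active = ratio plate-corrected score three or more library SD toward inhibition, starting fluorescence score within five deviations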;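 note: score derived from kinetic fluorescence span divided by baseline fluorescence per well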
RGS4 inh = human RGS4 inhibition; AID 463165; hit rate 0.45% among 310,000; HEK293 M3R/RGS4 inducible, Fluo-4 calcium flux; hits give high values; triggered by carbachol at its EC20; B-score at 10 µM;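 active = B-score, a plate-corrected calcium signal, over three deviations above library mean, with baseline fluorescence within five deviations of library mean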;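 note: RGS4 expression induced by doxycycline in cells with stable M3 receptor; B-score is computed from the integrated fluorescence ratio over baseline after carbachol; higher B-score means a larger calcium signal and so more RGS4 inhibition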
Target sequence (P49798 whole entry, looked up): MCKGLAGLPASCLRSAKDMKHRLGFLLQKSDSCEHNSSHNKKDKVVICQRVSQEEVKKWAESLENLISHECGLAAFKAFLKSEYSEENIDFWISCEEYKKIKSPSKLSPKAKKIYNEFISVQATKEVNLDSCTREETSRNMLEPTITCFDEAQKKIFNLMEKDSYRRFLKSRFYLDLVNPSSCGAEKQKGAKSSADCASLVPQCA
MrgX1 antag = human MrgX1 receptor antagonism, primary screen; Q96LB2; MRGX1-HEK293 calcium flux, Fluo-4, BAM8-22 antagonism; hits give low values; B-score at 10 µM; hit rate 1.3% among 310,000;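 active = calcium-response B-score plate-corrected more than 3 library SD below zero, starting fluorescence within 5 deviations, no agonist response on first addition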;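 note: peak minus trough fluorescence over baseline after final BAM8-22 challenge near maximal dose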
Target sequence (Q96LB2 whole entry, looked up): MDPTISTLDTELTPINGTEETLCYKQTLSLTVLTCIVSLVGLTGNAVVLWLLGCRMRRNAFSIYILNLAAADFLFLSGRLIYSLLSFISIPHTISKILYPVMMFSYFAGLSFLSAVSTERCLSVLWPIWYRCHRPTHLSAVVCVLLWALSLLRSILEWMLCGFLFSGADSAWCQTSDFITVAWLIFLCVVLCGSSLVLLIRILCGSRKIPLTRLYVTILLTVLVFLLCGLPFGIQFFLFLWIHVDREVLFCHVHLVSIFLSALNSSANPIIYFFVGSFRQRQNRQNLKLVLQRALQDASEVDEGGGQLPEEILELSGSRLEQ
TRPC6 activator = activators of mouse TRPC6 channel; hit rate 0.13% among 310,000; HEK293-TRPC6 membrane potential dye fluorescence; hits give high values; AID 2550; B-score at 10 µM; Q61143;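 active = B-score of the integrated fluorescence ratio above library mean plus 3 SD, and starting fluorescence ratio within library mean plus 5 SD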;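 note: higher score means more depolarization so channel activation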
TMEM16A act = activates or potentiates the mouse TMEM16A chloride channel | Q8BHY3 | HEK293 TMEM16A/YFP-H148Q/I152L, iodide quench fluorescence; hits give low values | B-score at 10 µM | hit rate 0.3% among 340,000 | AID 623877;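 active = fluorescence-ratio B-score plate-corrected deviation score at least 3 library SD below zero, with starting fluorescence score within 5 deviations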;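 note: channel opened by trigger with iodide after compound preincubation; score built on the fluorescence ratio of max minus min over baseline; more negative score means more quench and so TMEM16A activation or potentiation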
MrgX1 agonist = human MrgX1 receptor agonism, primary screen; MrgX1-HEK293 cells, Fluo-4 calcium fluorescence, agonist mode; hits give high values; B-score at 10 µM; hit rate 0.44% among 310,000; AID 588627;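 active = calcium response B-score plate-corrected fluorescence ratio at least 3 library SD, with starting fluorescence B-score inside 5 SD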
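times = overnight plating, then 30 min 37 °C plus 30 min room-temperature dye loading | assay system = stable human MrgX1 HEK293 cell line | input = fifteen thousand cells per well | signal = kinetic calcium dye fluorescence, Fluo-4 NW | dosing = compound delivered in addition one of three | read-out = B-scored fluorescence response ratio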
MrgX1 PAM = allosterically activates human MrgX1 receptor signaling; MrgX1-HEK293, Fluo-4 calcium flux, FDSS; hits give high values; B-score at 10 µM; hit rate 0.63% among 310,000;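 active = plate-corrected calcium response at least 3 library SD above typical, normal starting fluorescence, not activating the receptor alone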;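 note: compound read alongside a low EC10 to EC30 dose of BAM8-22 agonist; peak minus trough fluorescence over baseline measured at the second addition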
TRPC4 inh = blocks the mouse TRPC4 cation channel. HEK293 TRPC4beta/mu-opioid, DAMGO-evoked Fluo4 calcium flux; hits give low values. hit rate 0.39% among 300,000. B-score at 10 µM. Q9QUQ5. AID 2247;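 active = B-score over 3 SD under the library average, no early fluorescence shift, positive overall ratio signal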
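Material: HEK293 cells with stable TRPC4beta plus mu-opioid receptor expression / Probe or stimulus: DAMGO in two steps, submaximal then maximal / Compound: single concentration per test compound / Technique: kinetic Fluo4 fluorescence imaging of calcium influx / Read-out: per-well B score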
* hit, by the source's call; i = inactive; nt = not tested or not shown.

Compound	TRPC4 potent	TRPC4 agonist	TRPC6 inh	ANO1 block	RGS4 inh	MrgX1 antag	TRPC6 activator	TMEM16A act	MrgX1 agonist	MrgX1 PAM	TRPC4 inh
CCOc1ccc(CCNC(=O)c2cccc(N3CCCC3=O)c2)cc1OCC	i	i	i	i	i	i	i	i	i	i	i
CCOC(=O)C1CCN(S(=O)(=O)c2ccc(Cl)s2)CC1	i	i	i	i	i	i	i	i	i	i	i
CN1CCN(C(=O)CC2C(=O)NCCN2Cc2ccc(-c3ccccc3)cc2)CC1 (stereo not given)	i	i	i	i	i	i	i	i	i	i	i
CCN(CC)C(=O)Cc1ccccc1	i	i	i	i	i	i	i	i	i	i	i
COC(=O)c1c(-c2ccc(Br)cc2)csc1NC(=O)Cc1ccc(OC)c(OC)c1	i	i	i	i	i	i	i	i	i	i	i
Cc1c(C(=O)O)sc2nc(SCC(=O)Nc3ccc(S(=O)(=O)NCCCC(=O)O)cc3)[nH]c(=O)c12	i	i	i	i	i	i	i	i	i	i	i
O=c1cc2n(c(=O)[nH]1)CCC1=C2CCCC1	i	i	i	i	i	i	i	i	i	i	i
CC(=O)c1sc(NC(=O)c2ccc(F)c(F)c2)nc1C	i	i	i	i	i	i	i	i	i	i	i
CC(C)CC(C(=O)OCC(=O)Nc1cccc(Cl)c1)N1C(=O)C2CC=CCC2C1=O (stereo not given)	i	i	i	i	i	i	i	i	i	i	i
CC1=Nn2c(nnc2-c2ccccc2F)SC1	i	i	i	i	i	i	i	i	i	i	i
CCCCSc1nc(N)c(NC(=O)c2ccco2)c(=O)[nH]1	i	i	i	i	i	i	i	i	i	i	i
Cc1ccc(S(=O)(=O)N2CCC(C)CC2)cc1C(=O)NCCN1CCOCC1	i	i	i	i	i	i	i	i	i	i	i
Cc1ccc2c(CC(=O)Nc3c(C)n(C)n(-c4ccccc4)c3=O)coc2c1	i	i	i	i	i	i	i	i	i	i	i
COc1cc(SC)ccc1C(=O)Nc1ccc(S(=O)(=O)N2CCCC2)cc1	i	i	i	i	i	i	i	i	i	i	i
CCOc1ccc(NS(=O)(=O)c2ccc(C(=O)NCC3(N(C)C)CCCCC3)cc2)cc1	i	i	i	i	i	i	i	i	i	i	i
Cc1cc(C)c(NN=c2c(=O)c3ccccc3c2=O)c(C)c1	i	i	i	i	i	i	i	i	i	i	i
COc1cc(OC)cc(-c2n[nH]c(=S)n2-c2ccc3c(c2)OCO3)c1	i	i	i	i	i	i	i	i	i	i	i
COc1ccc(C(=O)NCC(=O)N=Nc2c(O)n(Cc3ccccc3)c3ccccc23)cc1OC	i	i	i	i	i	i	i	i	i	i	i
O=C1CC(NS(=O)(=O)c2cc(F)ccc2F)CN1c1ccc2c(c1)OCCO2 (stereo not given)	i	i	i	i	i	i	i	i	i	i	i
Cc1ccc(C)c(NC(=O)c2cc(-c3ccccc3O)n[nH]2)c1	i	i	i	i	i	i	i	i	i	i	i
N#Cc1ccccc1NC(=S)NC(=O)c1cccs1	i	i	i	i	i	i	i	i	i	i	i
O=C(CC(c1ccccc1)c1ccccc1)NCC(O)c1ccc([N+](=O)[O-])cc1 (stereo not given)	i	i	i	i	i	i	i	i	i	i	i
COCCCNC(=S)NNC(=O)c1cccnc1	i	i	i	i	i	i	i	i	i	i	i
COC(=O)C1CCN(C(=O)Cn2nnc(-c3cccc(F)c3)n2)CC1	i	i	i	i	i	i	i	i	i	i	i
COc1cc(NC(=O)COc2cc(C)cc3oc(=O)c(C)c(C)c23)cc(OC)c1OC	i	i	i	i	i	i	i	i	i	i	i
Cc1ccc(Nc2ncnc3c2cnn3C)c(C)c1	i	i	i	i	i	i	i	i	i	i	i
COc1cccc(NC(=O)Nc2nnc(-c3ccccc3SCc3ccccc3)s2)c1	i	i	i	i	i	i	i	i	i	i	i
O=C(NC(=S)Nc1ccccc1Br)c1cccnc1	i	i	i	i	i	i	i	i	i	i	i
CN(C(=O)COC(=O)COc1ccc2c(c1)CCC2)c1c(N)n(Cc2ccccc2)c(=O)[nH]c1=O	i	i	i	i	i	i	i	i	i	i	i
Cc1ccn2c(CNCC3OCCc4ccccc43)c(C(=O)N3CCCCCC3)nc2c1 (stereo not given)	i	i	i	i	i	i	i	i	i	i	i
O=C(Nc1nccs1)c1cccc2ccccc12	i	i	i	i	i	i	i	i	i	i	i
O=C(Cc1cccc(C(F)(F)F)c1)Nc1ccccc1N1CCCC1	i	i	i	i	i	i	i	i	i	i	i
Cc1cc(NC(=O)CCC(=O)N(Cc2ccco2)C(C(=O)NC2CCCC2)c2ccccc2C)no1 (stereo not given)	i	i	i	i	i	i	i	i	i	i	i
CCOc1ccc(OCC(=O)N(CCC2=CCCCC2)c2c(N)n(Cc3ccccc3)c(=O)[nH]c2=O)cc1	i	i	i	i	i	i	i	i	i	i	i
O=C(CSc1n[nH]c(-c2ccncc2)n1)c1ccccc1	i	i	i	i	i	i	i	i	i	i	i
CC1CN(C(=O)Cn2c(=O)oc3ccccc32)CC(C)O1 (stereo not given)	i	i	i	i	i	i	i	i	i	i	i
Clc1ccccc1/C=N/NC1=Nc2cccc3cccc1c23	i	i	i	i	i	i	i	i	i	i	i
CNc1nc(C)c(C(=O)OCC(=O)OC)s1	i	i	i	i	i	i	i	i	i	i	i
CC(C)(C)NC(=O)c1sccc1C(=O)O	i	i	i	i	i	i	i	i	i	i	i
Cn1cccc1C(=O)NCC(c1ccco1)N1CCCCC1 (stereo not given)	i	i	i	i	i	i	i	i	i	i	i
CC(C)Oc1cc(O)c2c(=O)c(-c3ccc(O)cc3)coc2c1	i	i	i	i	i	i	i	i	i	i	i
CC[C@@H](C)C(C(=O)N1CCN(C(=O)OC(C)(C)C)CC1)n1cc(-c2cn([C@@H](C)C(=O)N3CCN(C(=O)OC(C)(C)C)CC3)nn2)nn1 (stereo not given in full)	i	i	i	i	i	i	i	i	i	i	i
O=C(Nc1ccccn1)c1ccc(Cl)c([N+](=O)[O-])c1	i	i	i	i	i	i	i	i	i	i	i
COc1ccc(-c2cc(C(F)(F)F)n3nc(C(=O)N4CCOCC4)c(Cl)c3n2)cc1	i	i	i	i	i	i	i	i	i	i	i
COC(=O)c1[nH]c2cccc(OC)c2c1NC(=O)CCN1CC(C)CC(C)C1 (stereo not given)	i	i	i	i	i	i	i	i	i	i	i
CC(NC(=O)C(C)N1CCN(Cc2ccccc2)CC1)c1ccccc1 (stereo not given)	i	i	i	i	i	i	i	i	i	i	i
O=C(COc1ccc2c(c1)oc(=O)c1ccccc12)NCCN1CCOCC1	i	i	i	i	i	i	i	i	i	i	i
Cc1ccc(CN2CCN(/N=C/C(Br)=C\c3ccccc3)CC2)cc1	i	i	i	i	i	i	i	i	i	i	i
O=C(CC1C(=O)NCCN1Cc1ccc(-c2ccccc2)cc1)NCc1ccncc1 (stereo not given)	i	i	i	i	i	i	i	i	i	i	i
Cc1cc(C)n2nc(C(=O)NCc3ccco3)cc2n1	i	i	i	i	i	i	i	i	i	i	i
CNCC(=O)N1CCN(c2ncc(C(F)(F)F)cc2Cl)CC1	i	189*	i	i	i	i	i	i	i	i	i
CCC1=C2CC[C@H]3C(=O)NC(=O)[C@H]3[C@H]2[C@@]2(Cc3ccccc3)C(=NCC(=O)OC)OC(=O)N2C1=O	nt	nt	nt	i	nt	i	nt	i	i	i	nt
O=C(N/N=C/c1ccc(F)cc1)c1ccccc1	i	i	i	i	i	i	i	i	i	i	i
O=C(CN1CCOCC1)N/N=C/c1ccc(C(=O)O)cc1	i	i	i	i	i	i	i	i	i	i	i
O=C(N[C@@H](Cc1ccccc1)C(=O)OCc1ccccc1)c1nc[nH]c1C(=O)NC(c1ccccc1)c1ccccc1	i	i	i	i	i	i	i	i	i	i	i
OCc1ccccc1N=c1ssnc1Cl	i	i	i	i	i	i	i	nt	i	i	i

Additional records follow:
Compound	TRPC4 potent	TRPC4 agonist	TRPC6 inh	ANO1 block	RGS4 inh	MrgX1 antag	TRPC6 activator	TMEM16A act	MrgX1 agonist	MrgX1 PAM	TRPC4 inh
CCOc1ccccc1NC(=O)Cn1nnc(C(=O)Nc2ccc(C)cc2)c1N	i	i	i	i	i	i	i	i	i	i	i
CCOC(=O)Cn1c2c(c(-c3ccccc3OC)cc1=O)CCCC2	i	i	i	i	i	i	i	i	i	i	i
O=C(COc1ccc(/C=N/NS(=O)(=O)c2ccccc2)cc1)N1CCOCC1	i	i	i	i	i	i	i	i	i	i	i
COc1cc(/C=N/NC(=O)CNc2n[nH]c(=O)[nH]c2=O)ccc1O	i	i	i	i	i	i	i	i	i	i	i
O=C1CCC2=C(CCCC2=O)N1	i	i	i	i	i	i	i	i	i	10*	i
CC(C)CCNC(=O)C(c1ccncc1)N(C(=O)Cn1nnc(-c2ccc(F)cc2)n1)c1ccccc1F (stereo not given)	i	i	i	i	i	i	i	i	i	i	i
O=C(Nc1cccn(Cc2cccc(F)c2)c1=O)NC1CCCCC1	i	i	i	i	i	i	i	i	i	i	i
CCCCn1c(N)c(N(CCOC)C(=O)c2ccc(S(=O)(=O)N3CCCCC3)cc2)c(=O)[nH]c1=O	i	i	i	i	i	i	i	i	i	i	i
CCc1ccc(NC(=O)c2cc(C(C)C)on2)cc1	i	i	i	i	i	i	i	i	i	i	i
O=C(NCC#CCOCc1ccccc1)c1ccccc1	i	i	i	i	i	i	i	i	i	i	i
COC(=O)c1[nH]c2ccccc2c1CN1CCOCC1	i	i	i	i	i	i	i	i	i	i	i
COc1ccc(-c2csc(NC(=O)C(CC(=O)O)N3CCOCC3)n2)cc1 (stereo not given)	i	i	i	i	i	i	i	i	i	i	i
